GPR55 beta-arrestin: GPR55 agonists via beta-arrestin recruitment, primary screen, imaging, U2OS cells, beta-arrestin-GFP redistribution (AID 1961); U2OS GPR55 beta-arrestin-GFP redistribution imaging; higher % means a stronger effect; one-dose activation, % at 10 µM; EC50 in µM for titrated hits; 290,000 compounds, 0.048% hits;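 active = activation above 40% with more than 50 cells counted in the well; inconclusive = wells holding fewer than 50 cells, flagged as toxic or sparse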;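 note: U2OS osteosarcoma cells stably expressing GPR55 and beta-arrestin-GFP; plate controls were DMSO negative control for no effect and LPI positive control for full effect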
GPR35 arrestin U2OS: GPR35 antagonists blocking zaprinast-driven arrestin recruitment, primary screen, imaging, U2OS, beta-arrestin-GFP, zaprinast agonist (AID 2058). U2OS GPR35 beta-arrestin-GFP translocation imaging, zaprinast antagonism; higher % means a stronger effect. inhibition, % at 10 µM, or IC50 in µM where a hit was titrated. 290,000 compounds, 0.052% hits;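 active = inhibition of at least 50% with at least 30 cells and total cytoplasm GFP at most 10,000,000; inconclusive = under 30 cells or total GFP of 10,000,000 plus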
HEK293 NOD2/NF-kB: NOD2 signaling inhibitors, cell-based, luminescence, uHTS, HEK293 (AID 1566). HEK293 NOD2/NF-kB luciferase reporter, luminescence; higher % means a stronger effect. 290,000 compounds, 0.63% hits. inhibition, % at 4 µM; hits with a dose series show EC50 in µM; note: many of its hits are not listed in these tables
HIV peptide binding: cell-free HIV fusion peptide-binding blockers – biochemical, uHTS, fluorescence dequenching, primary screen (AID 1986); cell-free peptide binding, fluorescence dequenching, 30 min; higher % means a stronger effect; one-dose inhibition, % at 20 µM; IC50 in µM for titrated hits; 290,000 compounds, 0.3% hits; in the data active = inhibition mostly above about 52%, no sharp cut-off; inactive = mostly below about 76%; note: some results filed as inactive read as strong as hits
KOR beta-arrestin-1: KOR antagonists, beta-arrestin recruitment, cell-based, luminescence, uHTS (AID 1778) | 290,000 compounds, 0.091% hits | inhibition, % at 10 µM, or IC50 in µM where a hit was titrated | KOR beta-arrestin recruitment, luminescence, antagonist mode; higher % means a stronger effect; note: strong numbers were not always called active
NOD1 inhibition: NOD1 signaling inhibitors, primary screen, cell-based, luminescence, uHTS (AID 1578); NOD1-driven NF-kB luciferase reporter cells, luminescence; higher % means a stronger effect; one-dose inhibition, % at 4 µM; EC50 in µM for titrated hits; 290,000 compounds, 1% hits; in the data active = inhibition mostly above about 36%, no sharp cut-off; inactive = mostly below about 34%;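 note: HEK-293T reporter cells stimulated with the NOD1 agonist gamma-tri-DAP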
KOR beta-arrestin-2: KOR agonists, beta-arrestin recruitment, primary screen, cell-based, luminescence, uHTS (AID 1777); KOR beta-arrestin recruitment, luminescence; higher % means a stronger effect; one-dose activation, % at 10 µM; EC50 in µM for titrated hits; 280,000 compounds, 0.02% hits; in the data active = activation above about 50%, passing the limit was not always enough; note: a part of the inactive calls stands beside numbers as strong as those of hits
GPR55 LPI antagonism: inhibition of LPI-stimulated GPR55 beta-arrestin translocation – imaging, U2OS, beta-arrestin-GFP, LPI agonist, primary screen (AID 2013); 290,000 compounds, 0.13% hits; inhibition, % at 10 µM; hits with a dose series show IC50 in µM; U2OS GPR55 beta-arrestin-GFP translocation imaging, LPI antagonism; higher % means a stronger effect;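 active = spots per cell inhibited over 60%, with over 100 cells counted and total cytoplasm intensity under 500,000; inconclusive = wells with under 100 cells, flagged as likely toxic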;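 note: U2OS cells stably carrying GPR55 and arrestin-GFP stimulated by 5 µM LPI near EC80; imaged beta-arrestin-GFP aggregate spots per cell after agonist stimulation; plate controls were LPI-stimulated DMSO wells for no effect and DMSO wells without LPI for full effect; some results filed as inactive read as strong as hits; confirmed hits need IC50 under 10 µM and bright autofluorescent wells are also inconclusive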
Myeloid diff MLP: myeloid differentiation induction. ER-HoxA9 myeloid progenitors, lysozyme-GFP differentiation, flow cytometry. calls only at 10 µM. 360,000 compounds, 1% hits;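 active = normalized GFP-positive differentiation at or above the plate's own cutoff, the solvent-only control mean plus 3 SD; inconclusive = no clear call, values can overlap the other calls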;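 note: cells exposed to compound for four days before flow analysis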
Myeloid diff MLP GFP+ MAC1+ %: second read-out of Myeloid diff MLP, no call of its own (marks repeat the call); GFP+ MAC1+ double positive, %; measured here: differentiation confirmed by MAC1 staining
* = called active by the depositor; i = inactive; ? = inconclusive; . = no result given; [ ] = another dose, or the depositor's remark. Cut-off read from the data, not from the text of the source, unless noted: active = inhibition above about 50%; inactive = the rest. Only part of the results is shown, so the mix of outcomes need not match the whole.

No.	Compound	GPR35 arrestin U2OS	KOR beta-arrestin-1	GPR55 LPI antagonism	HEK293 NOD2/NF-kB	Myeloid diff MLP	NOD1 inhibition	GPR55 beta-arrestin	KOR beta-arrestin-2	HIV peptide binding	Myeloid diff MLP GFP+ MAC1+ %
1	Cc1cccc(C)c1OCc1cc(C(=O)NCC2COCCO2)no1 (stereo unspecified)	1%	15%	-8%	1%	i	-8%	-0.1%	-1.4%	1.2%	0.4
2	CC(C)N(Cc1nc(-c2ccccc2)no1)C(=O)c1ccc([N+](=O)[O-])cc1	-21%	-33%	14%	9%	i	-12%	0.4%	-7.5%	0.8%	0.9
3	CC(C)(O)C#Cc1ccc(CN2CCN(C3CCCCC3)C(CCO)C2)s1 (stereo unspecified)	6%	1%[20 µM]	6%	3%	i	-25%	-0.1%	.	1.4%	0.2
4	CC(=O)c1cccc(Nc2nc(-c3ccccc3)cs2)c1	-22%	-65%[20 µM]	-1%	-212%	i	-31%	-0.1%	2.4%	2.0%	0.2
5	CS(=O)(=O)c1nc(S(=O)(=O)c2ccc(Cl)cc2)c(NCCN2CCOCC2)s1	13%	-21%	3%	2%	i	6%	-0.2%	0.1%	0.6%	1.1
6	COc1cc(/C=C/C(=O)OCC(=O)Nc2cc(C(F)(F)F)ccc2N2CCOCC2)ccc1O	6%	-72%	14%	1%	i	0%	1.2%	18%	0.1%	0.6
7	CCS(=O)(=O)N1CCN(C(=O)c2cccc3ccccc23)CC1	0%	-10%[20 µM]	10%	20%	i	-3%	-0.2%	-3.7%	0.1%	0.4
8	CCOc1ccccc1N=NC1C(=O)N(C(N)=S)N=C1C (stereo unspecified)	15%	26%	10%	33%	i	4%	2.4%	-23%	5.9%	0.7
9	O=C(COC(=O)c1cccs1)c1ccccc1	6%	-6%	1%	-32%	i	-55%	-0.2%	-2.0%	-1.1%	1.2
10	COc1ccccc1Oc1ccc(N2CC(C(=O)OCC(=O)c3ccccc3)CC2=O)cc1 (stereo unspecified)	2%	-41%	5%	-9%	i	2%	0.2%	6.0%	1.6%	3.8
11	COc1ccc(/C=C2\SC(=O)N(CCC(=O)Nc3ccccc3)C2=O)cc1OC	.	-81%	2%	6%	i	-25%	1.0%	-1.1%	-1.7%	0.4
12	CC(=O)c1ccc(C(=O)NC2CCCN(Cc3ccccc3F)C2)cc1 (stereo unspecified)	5%	-26%[20 µM]	-14%	1%	i	-18%	-0.1%	5.5%	-1.2%	0.5
13	Cc1cc(Nc2ccccc2F)n2nc(C)nc2n1	-7%	6%	5%	10%	i	-3%	0.8%	1.5%	3.5%	2.7
14	Cc1cccnc1NC(=O)CCn1c(=O)oc2ccccc21	6%	-7%	20%	6%	i	-30%	0.4%	-0.4%	-0.2%	0.6
15	O=C(NNc1cccc(Cl)n1)c1c(F)cccc1F	5%	0%	-8%	-6%	i	-32%	0.9%	-3.1%	2.7%	0.8
16	CCC(=O)Nc1cccc(C(=O)/C=C/c2cccs2)c1	-18%	.	2%	-45%	i	-20%	0.2%	.	-0.4%	0.3
17	CCCN1Cc2cccc(C(=O)NCCc3cccc(C)c3)c2C1=O	6%	17%	-8%	-6%	i	-24%	0.3%	-0.5%	-1.2%	0.4
18	COc1cc(-c2[nH]nc3c2C(c2ccoc2)C(C#N)=C(N)O3)cc(OC)c1OC (stereo unspecified)	-3%	14%	-4%	9%	i	-7%	-0.3%	1.7%	15%	0.9
19	COc1ccc(-c2noc(CN(C)C(=O)c3ccoc3C)n2)cc1OC	6%	-12%	27%	4%	?	-22%	-0.2%	-1.6%	-1.4%	.
20	CC(C)(CO)NC12CC3CC(CC(C3)C1)C2	-1%	-37%	-1%	3%	i	-36%	-0.3%	2.3%	-0.6%	0.9
21	COC(=O)c1ccc(N=c2sc(C(=O)OC)cc(=O)n2C)cc1	20%	20%	6%	-2%	i	-7%	1.1%	-4.2%	-0.1%	6.2
22	O=C(O)c1ccc(N/N=C/c2ccc(OC(=O)c3cccc(Cl)c3)cc2)cc1	16%	-15%	12%	.	i	.	0.0%	5.2%	39%	0.5
23	O=C(NNCC(O)COc1ccccc1)c1ccccc1 (stereo unspecified)	-2%	-8%	6%	7%	i	-21%	-0.1%	7.0%	-1.0%	0.2
24	Cc1nn(Cc2c(F)c(F)c(F)c(F)c2F)c(C)c1NC(=O)c1c(-c2ccccc2)nn(-c2ccccc2)c1C	16%	8%	1%	31%	i	51%	0.0%	-1.8%	1.3%	1.4
25	CC(=O)Nc1ccc2sccc2c1	-8%	-2%	15%	5%	i	-53%	0.0%	-2.4%	0.4%	0.3
26	CN(c1ccccc1)S(=O)(=O)c1ccc(Cl)c(C(=O)OCC(=O)N2CCOCC2)c1	-1%	-1%	4%	14%	i	-18%	-0.5%	-1.4%	0.0%	0.3
27	C[C@H]1CNC(=O)C(=O)N1C[C@H](Cc1ccc(O)cc1)NC(=O)CC12CC3CC(CC(C3)C1)C2	10%	-22%[20 µM]	1%	4%	i	-30%	-0.2%	-1.2%	-1.7%	1.4
28	COc1ccc(CNC(=O)COC(=O)c2ccc(OCc3c(C)noc3C)cc2)cc1OC	-6%	-3%	12%	5%	i	-43%	0.0%	0.2%	6.0%	0.1
29	CC(=O)Nc1cccc(-c2nn[nH]n2)c1	-8%	26%	9%	5%	i	-7%	-1.9%	-0.2%	0.4%	0.9
30	O=C(Nc1ccc2ncccc2c1)c1ccccc1Br	8%	-18%[20 µM]	-8%	-55%	i	-36%	-0.1%	15%	-1.0%	0.2
31	CCOC(=O)C1(Cc2ccccc2)CCCN(CCCn2cccn2)C1 (stereo unspecified)	-1%	-14%[20 µM]	23%	6%	i	-22%	-0.1%	.	8.4%	1.6
32	Cc1ccc(S(=O)(=O)c2c[nH]c3ccc(Cl)cc3c2=O)cc1	3%	-12%	-2%	16%	i	-6%	0.0%	-2.3%	1.1%	0.2
33	Cc1cc(C)c2c(NC(=O)CCl)nn(C)c2n1	-13%	-5%	3%	-33%	i	2%	0.6%	0.1%	0.5%	0.0
34	C(=Nc1cccc2c(N=Cc3ccco3)cccc12)c1ccco1	-13%	10%	3%	10%	i	-31%	0.4%	0.8%	68%	0.2
35	CC1(C)OC(=O)N(c2ccccc2)C12C=Cc1c(ccc3ccccc13)O2 (stereo unspecified)	7%	-43%	7%	2%	i	13%	0.2%	7.1%	-0.7%	1.0
36	CC(C)(C)c1ccc(-c2nc3cc(N)ccc3o2)cc1	14%	1%	4%	-109%	i	-82%	-0.1%	3.0%	-0.3%	0.2
37	COC(=O)c1ccc(C(=O)N(Cc2ccccc2)c2ccccc2)cc1	-7%	-27%	-1%	19%	.	-22%	-0.1%	2.3%	1.0%	.
38	O=C(/C=C/c1ccc(-c2ccccc2[N+](=O)[O-])o1)c1ccc(Br)cc1	-3%	-24%	0%	0%	i	-11%	0.1%	-0.9%	42%	0.8
39	Cc1ccc(C(=O)Nc2nnc(-c3ccc(C(C)(C)C)cc3)s2)cc1	3%	2%	-5%	7%	i	-4%	-0.1%	0.8%	-2.1%	1.2
40	CCOc1cc(N2CCOCC2)c(OCC)cc1NC(=O)C1CCCC1	5%	0%	0%	-5%	i	-19%	-0.1%	0.8%	0.1%	0.8
41	CCN1CCC2(CC1)Oc1c(OC)cccc1C1CC(c3cccnc3)=NN12 (stereo unspecified)	-4%	-13%	8%	-26%	i	-6%	-0.1%	-2.2%	-2.3%	0.8
42	Cn1c(-c2ccc(Br)o2)nc2cc(Br)ccc21	15%	9%	10%	-97%	i	-68%	0.7%	-1.9%	-3.0%	0.3
43	Cc1cc(C)c(C#N)c(SCC(=O)OC2CCCCC2)n1	11%	-9%	6%	-13%	i	-31%	-0.1%	0.0%	-0.7%	1.1
44	COc1ccc(Nc2ncnc3sc(-c4ccccc4)cc23)cc1OC	-9%	-15%	-4%	-57%	i	49%	-0.2%	8.6%	-3.9%	0.4
45	CC1=C(C(=O)Nc2ccccc2)C(c2ccncc2)C(C#N)=C(SCC(=O)Nc2ccccc2)N1 (stereo unspecified)	-2%	0%	2%	2%	i	-60%	0.3%	3.3%	-1.1%	0.6
46	Nc1cc(=O)nc(SCC(=O)Nc2ccccc2)n1-c1ccccc1	1%	24%	0%	9%	i	-34%	-0.1%	-1.7%	1.8%	0.3
47	Cc1ccc[n+](Cc2ccc([N+](=O)[O-])cc2)c1	-9%	-3%	12%	19%	i	-30%	-0.3%	3.8%	1.0%	0.5
48	O=C(N/N=C/c1ccc(Cl)cc1)C(=O)N1CCCCCC1	-2%	-45%[20 µM]	6%	-4%	i	17%	-0.1%	.	-1.4%	0.8
49	O=C(O)Cn1c(=O)c2c3c(sc2n(Cc2ccc(Cl)cc2Cl)c1=O)CCCC3	8%	4%	11%	8%	i	2%	-0.1%	-1.1%	18%	0.4
50	Fc1ccc(CNC(=S)Nc2ccc(Cl)cc2Cl)cc1	0%	-1%	-1%	-20%	i	25%	0.5%	1.3%	-3.3%	0.3

Looked up above.
#36 in HIV peptide binding has -0.3%
#29 in GPR35 arrestin U2OS has -8%
#48 in Myeloid diff MLP GFP+ MAC1+ % has 0.8

Of the compounds above, these have an aryl thioether with sulfur outside any ring:
No.	Compound	GPR35 arrestin U2OS	KOR beta-arrestin-1	GPR55 LPI antagonism	HEK293 NOD2/NF-kB	Myeloid diff MLP	NOD1 inhibition	GPR55 beta-arrestin	KOR beta-arrestin-2	HIV peptide binding	Myeloid diff MLP GFP+ MAC1+ %
43	Cc1cc(C)c(C#N)c(SCC(=O)OC2CCCCC2)n1	11%	-9%	6%	-13%	i	-31%	-0.1%	0.0%	-0.7%	1.1
46	Nc1cc(=O)nc(SCC(=O)Nc2ccccc2)n1-c1ccccc1	1%	24%	0%	9%	i	-34%	-0.1%	-1.7%	1.8%	0.3

Assay outcomes: PubChem, several laboratories
